Compound activity deposited in PubChem by National Center for Advancing Translational Sciences (NCATS).
LmPK inhibitor: qHTS Assay for Inhibitors of Leishmania Mexicana Pyruvate Kinase (LmPK) | Potency, µM (titrated, usually from 57.5 µM), for inactives: top-dose activity change, negative = inhibition, usual class: inhibitors | purified LmPK, Kinase-Glo ATP luminescence, 1 h | 290,000 tested, 0.37% active; note: potency is the fitted concentration of half-maximal effect; % is set by controls: 0 for no effect and ±100 for the full control effect
Target sequence (Q27686 whole entry, looked up): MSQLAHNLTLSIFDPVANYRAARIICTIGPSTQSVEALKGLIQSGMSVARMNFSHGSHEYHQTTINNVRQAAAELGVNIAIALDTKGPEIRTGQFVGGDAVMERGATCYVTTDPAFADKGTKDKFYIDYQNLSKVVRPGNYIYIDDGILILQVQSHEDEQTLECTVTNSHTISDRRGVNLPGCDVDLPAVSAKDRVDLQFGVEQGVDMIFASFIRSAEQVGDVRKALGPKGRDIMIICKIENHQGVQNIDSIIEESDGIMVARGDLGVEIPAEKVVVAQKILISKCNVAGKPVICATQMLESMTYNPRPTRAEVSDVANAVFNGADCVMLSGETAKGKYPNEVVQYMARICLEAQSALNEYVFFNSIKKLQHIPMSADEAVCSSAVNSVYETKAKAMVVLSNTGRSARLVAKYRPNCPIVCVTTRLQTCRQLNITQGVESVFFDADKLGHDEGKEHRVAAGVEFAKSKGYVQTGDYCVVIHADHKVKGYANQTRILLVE
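Purified LmPK (0.1 nM) with 0.5 mM PEP and 0.1 mM ADP in imidazole buffer pH 7.2 with MgCl2/KCl, 1 h at room temperature. ATP formed was read by luciferase luminescence and normalized to no-enzyme and uninhibited controls.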
Shiga toxin inh: A qHTS for Small Molecule Inhibitors of Shiga Toxin; 290,000 tested, 9.2% active; inhibition, % at 38.7 µM; Vero cells, Shiga toxin protein synthesis inhibition reporter; in the data active = inhibition mostly above about 28%, no sharp cut-off; inactive = mostly below about 43%; note: 0% is about no effect
TbPYK inhibitor: qHTS of Trypanosoma Brucei Inhibitors | pyruvate kinase (Trypanosoma brucei), Q57TT1 | TbPYK enzyme, Kinase-Glo Plus ATP luminescence, 45 min | Potency, µM (doses to about 76.8 µM), for the others: at the top dose activity, negative = inhibition, most hits filed as inhibitors | 410,000 tested, 0.12% active | AID 624173, 2012; note: potency is the fitted concentration of half-maximal effect; % is set by controls: 0 for no effect and ±100 for the full control effect; nearly all actives have a fitted effect of over 50% in size
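Readout: single end-point luminescence (Kinase-Glo Plus, 10 min). Reaction conditions were TbPYK/substrate plus 130 uM ADP, 45 min at RT, pH 7.2 TEA buffer. No-enzyme wells served as controls, and data were normalized before concentration-response fitting.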
Pf growth 96h: Primary qHTS for delayed death inhibitors of the malarial parasite plastid, 96 hour incubation. P. falciparum luciferase reporter growth, 96 h. Potency, µM (titrated, usually from 28.7 µM), for the others: at the top dose activity change, negative = inhibition, hits mostly inhibitors. 320,000 tested, 6.9% active. AID 504834, 2011; note: potency is the fitted concentration of half-maximal effect; % is set by controls: 0 for no effect and ±100 for the full control effect
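Compounds incubated with erythrocytes infected by luciferase-expressing P. falciparum (2% hematocrit, 0.05% parasitemia final) for 96 hours, 37 C in 5% CO2. Growth inhibition scored as decreased luciferase luminescence.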
AmpC inh no detg: qHTS Inhibitors of AmpC Beta-Lactamase (assay without detergent). P00811. AmpC nitrocefin hydrolysis, absorbance 480 nm, 0.0001% Triton. Potency, µM (highest dose often 57.1 µM), without a hit: at the top dose activity change, negative = inhibition, actives largely listed as inhibitors. 330,000 tested, 0.52% active;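 note: potency is the fitted concentration of half-maximal effect; plate controls were no compound for no effect and no enzyme for full effect; nearly all actives have a fitted effect of over 20% in size; some results filed as inactive show a strong effect at the top dose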
Target sequence (P00811 whole entry, looked up): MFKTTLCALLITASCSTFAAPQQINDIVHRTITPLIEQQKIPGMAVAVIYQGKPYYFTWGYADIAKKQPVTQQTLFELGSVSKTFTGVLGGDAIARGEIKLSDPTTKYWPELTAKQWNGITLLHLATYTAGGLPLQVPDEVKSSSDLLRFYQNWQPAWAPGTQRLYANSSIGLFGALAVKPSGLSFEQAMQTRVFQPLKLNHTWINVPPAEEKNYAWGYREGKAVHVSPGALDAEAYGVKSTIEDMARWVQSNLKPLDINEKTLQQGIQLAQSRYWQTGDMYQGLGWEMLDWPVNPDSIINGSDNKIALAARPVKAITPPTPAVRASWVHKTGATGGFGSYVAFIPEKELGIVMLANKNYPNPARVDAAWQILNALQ
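20 mM phosphate pH 7.0 + 0.01% (detergent screen) or 0.0001% Triton X-100; 5.3 nM AmpC reagent; cpd preinc 15 min RT; nitrocefin (800 uM stock) to start; A480 q20 s × 4 min; Activity was normalised to no-enzyme and no-compound control wells.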
Pf growth 48h: Primary qHTS for delayed death inhibitors of the malarial parasite plastid, 48 hour incubation; Potency, µM (titrated, usually from 28.7 µM), without a hit: top-dose activity change, negative = inhibition, most hits filed as inhibitors; 310,000 tested, 5.9% active; AID 504832, 2011; P. falciparum luciferase growth in erythrocytes, 48 h; note: potency is the fitted concentration of half-maximal effect; % is set by controls: 0 for no effect and ±100 for the full control effect
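Parasite viability was followed by luminescence of a genomically integrated firefly luciferase. Cultures held 0.1% parasitemia at 2% hematocrit (final), incubated under 5% CO2 at 37 C.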
CHX counter: Cycloheximide Counterscreen for Small Molecule Inhibitors of Shiga Toxin; cell reporter, cycloheximide protein synthesis inhibition counterscreen; max response, %; 300,000 tested, 12% active; AID 2314, 2010; in the data active = max response mostly above about 13%, no sharp cut-off; inactive = mostly below about 14%; note: read at 38.3 µM for the half of the compounds with a filed dose; 0% is about no effect
The depositor's hits bear a star; ? = inconclusive; · = not tested or not shown; [ ] = dose if it differs, or a comment. Unless noted, calls come from the whole dose curve; as a rule, active = well fitted curve in the direction sought with a large enough effect; inconclusive = small, poorly fitted or top-dose-only effect, or another doubt; inactive = no such curve, though single readings can be large; an effect the other way counts as inactive or inconclusive. Outcome played no part in choosing rows. Share with any hit: about 22%.

SMILES	LmPK inhibitor	Shiga toxin inh	TbPYK inhibitor	Pf growth 96h	AmpC inh no detg	Pf growth 48h	CHX counter
Cc1ccc(CNC(=O)Cn2cnc3c(NC(=O)OCc4ccccc4)ncnc32)o1	·	·	-7%	-2%	0%	13%	·
COC(=O)c1c(NC(=O)c2cccc(N3C(=O)CCC3=O)c2)sc2c1CCN(C(C)=O)C2	-3%	-9	-5%	9.3µM*	182%[activator]	-16%	-2
CC(=O)c1cc(CN2CCN(Cc3ccccc3)C(CCO)C2)cs1 (centres undefined)	12%	10	1%	?	-17%	40%[activator]	0
COc1ccc(-c2ncc(CN3CCN(CCC(C)C)C(CCO)C3)cn2)cc1 (centres undefined)	0%	66*	2%	?	57%	0%	33*
O=C(O)C1CCCCC1C(=O)NC1CCCCC1 (centres undefined)	-3%	1	3%	·	-12%	7%	-1
C[C@H](NC(C)(C)C)C(=O)c1cccc(Cl)c1	·	·	-2%	?	·	-11%	·
Cn1c(NC(=O)c2ccc(F)c(F)c2)cc(=O)n(C)c1=O	4%	-5	0%	25%	2%	18%	-2
O=C(NCc1ccccc1)c1ccc(Cl)nc1	-4%	70*	-1%	-18%	-3%	-61%	40*
O=C(CSc1nc2ccccc2[nH]1)N/N=C/C=C\c1ccccc1[N+](=O)[O-]	2%	31	0%	-6%	-12%	7%	14*
CCOC(=O)C1CCN(S(=O)(=O)c2c(C)[nH]c(=O)[nH]c2=O)CC1	0%	-10	-4%	-4%	-19%	?	-1
CN1CCN(C(=O)CSc2ccc(C(F)(F)F)cc2[N+](=O)[O-])CC1	1%	-11	5%	18%	-10%	15%	-2
N#Cc1ccc(C(=O)Nc2ccc([N+](=O)[O-])cc2)c(F)c1	5%	52*	2%	23%	-27%	35%[activator]	8
O=C1C2CC=CCC2C(=O)N1c1ccc(NCCc2ccccc2F)c([N+](=O)[O-])c1 (centres undefined)	2%	13	0%	18%	-17%	25%	-4
COc1ccc(Cc2nc3ccc(C(=O)NCCn4ccnc4C)cc3o2)cc1OC	1%	13	-2%	-4%	3%	6%	7
CCOC(=O)Cn1nc(-c2ccccc2)ccc1=O	0%	4	-4%	34%[activator]	-1%	47%[activator]	14
COc1ccc(OCC(=O)N2CCN(S(=O)(=O)c3ccc(Cl)s3)CC2)cc1	·	·	1%	?	21%	-4%	·
Cc1cccc2cc(CN(CC3CCCO3)S(=O)(=O)c3ccccc3)c3nnnn3c12 (centres undefined)	-1%	-18	·	-14%	-14%	10%	-2
COc1cccc(C2C(C(=O)c3sc(C)nc3C)=C(O)C(=O)N2CCN(C)C)c1OC (centres undefined)	0%	-21	·	-19%	-9%	4%	-8
C=CCn1c2ccccc2c(=O)c2cc(C#Cc3ccsc3)ccc21	-1%	17	·	0.33µM*	-43%	0.046µM*	10
CC1(C)CC(=O)C(N=Nc2ccc(F)cc2)=C(O)C1	-4%	-20	5%	12%	-2%	-9%	5
CCCCCCCn1c(=N)n(CC(=O)c2ccco2)c2ccccc21	1%	-3	0%	12µM*	5%	·	-3
O=C(C1CCCCC1)N1CCc2ccccc21	-8%	43	-5%	-36%	-24%	1%	6
Cc1cc(Cl)c(OCCN2C(=O)NC(C)(C)C2=O)c(Br)c1	-3%	-18	·	13%	34%	·	-3
CC(Sc1nnc(-c2ccncc2)n1-c1ccc(F)cc1)C(=O)NC1CC1 (centres undefined)	·	·	0%	0%	0%	?	·
C=CCn1c(SCCNC(C)=O)nc2cc(-c3ccccc3)sc2c1=O	1%	3	-14%	?	0%	-23%	5
O=C(COC(=O)c1ccc2c(c1Cl)C(=O)c1ccccc1C2=O)NC1CCCCC1	4%	3	1%	11%	-26%	-19%	-3
COc1ccccc1NC(=O)c1ccccc1-c1ccccc1C(=O)O	-3%	2	4%	19%	-12%	8%	-3
CCn1c(=O)c2c(nc(SCC(=O)NCC3CCCO3)n2C)n(C)c1=O (centres undefined)	-3%	6	-1%	·	-19%	12%	-3
O=C(OCC(=O)N1CCOCC1)c1ccccc1O	-10%	72*	-4%	87%[activator]	-5%	71%[activator]	29*
COc1cccc(CNC(=O)c2ccc(Cl)c(NC3=NC4CS(=O)(=O)CC4S3)c2)c1 (centres undefined)	-4%	-3	-8%	2.6µM*	-12%	1%	-1
CC(=NC(C)c1ccccc1)c1c(O)[nH]c(=O)[nH]c1=O (centres undefined)	-1%	-9	-1%	?	-14%	-4%	-2
O=C(Cc1ccc2c(c1)OCCO2)Nc1cccc(S(=O)(=O)N2CCOCC2)c1	·	·	-3%	18%	-32%	-22%	·
COc1ccc(NC(=O)CS(=O)c2ccc(Cl)c(Cl)c2)cc1 (centres undefined)	-7%	-3	3%	9%	-3%	5%	3
O=C(Nc1cc([N+](=O)[O-])ccc1N1CCOCC1)c1cccs1	-1%	-6	6%	38%[activator]	-3%	9%	20
CCOc1ccc(C(=O)Nc2c3c(nn2-c2ccc(C)cc2)CS(=O)C3)cc1OCC (centres undefined)	2%	-1	-6%	-13%	81%[activator]	-23%	-4
CCOC(=O)c1nn(-c2ccc(C)cc2)c(=O)cc1OCC(=O)Nc1cccc(C)c1	·	·	2%	0%	-21%	24%	·
O=C(CNC(=O)c1ccc(F)cc1)N/N=C/c1cc(Br)ccc1OC(=O)/C=C/c1ccco1	6%	1	-4%	?	-21%	13µM*	-2
CCn1nnnc1SCC(=O)N1c2ccccc2CCc2ccccc21	6%	-13	3%	?	44%	?	1
CCOC(=O)Cn1c(CN2CCOCC2)nc2c1c(=O)[nH]c(=O)n2C	1%	5	0%	10%	-17%	-1%	-2
CCOC(=O)C1=C(C)N=C2SC(C)C(=O)N2C1c1ccccc1 (centres undefined)	-4%	-11	-3%	2%	5%	?	-2
CS(=O)(=O)N1CCN(c2ccccc2NC(=O)CSc2nnc(-c3ccco3)o2)CC1	2%	8	2%	-5%	0%	-14%	-1
CCn1c(SCC(=O)Nc2cccc(S(=O)(=O)N(C)c3ccccc3)c2)nnc1C1CC1	·	·	-6%	?	18%	?	·
COc1ccccc1CNC(=O)C1CCC(CNS(=O)(=O)c2cccc3cccnc23)CC1 (centres undefined)	11%	-1	0%	10%	-1%	?	-3
O=C1CC(N2CCN(c3ccccc3Cl)CC2)C(=O)N1c1ccc(F)cc1 (centres undefined)	7%	1	-2%	23%	135%[activator]	2%	-3
O=C(N=Nc1c(O)[nH]c2ccccc12)c1cccc(S(=O)(=O)Nc2ccccc2Cl)c1	0%	-9	6%	-6%	-39%	-27%	5
Cc1c(C)c2c(OCC(=O)NCC(O)c3ccccc3)cc3c(c2oc1=O)CCC(C)(C)O3 (centres undefined)	1%	-4	11%	4.7µM*	-18%	?	1
COc1ccc(C2C=C(c3ccc(C)cc3)Nc3ncnn32)cc1 (centres undefined)	1%	18	8%	-4%[5.75 µM]	-5%	12µM*	14
O=C(COC(=O)CNS(=O)(=O)c1ccc(Cl)cc1)NC1CCCCC1	·	·	-3%	20%	16%	0%	·
Cc1ccc(CNC(=O)c2ccc(NC(=O)C3=CSCCO3)cc2)cc1	-6%	28*	1%	-16%	-17%	14%	15
COc1ccc(/C=C2\CCc3ccccc3C2=O)cc1Cn1nc(C)cc1C	2%	44	-6%	2%	9%	·	21*
O=C(Nc1cccc(S(=O)(=O)NC2=NCCCCC2)c1)c1cccnc1Cl	2%	-2	7%	-21%	-4%	13%	-2
Cc1ccc(C)c(N2CCN(S(=O)(=O)c3c(C)noc3/C=C/N(C)C)CC2)c1	5%	-12	-3%	136%[activator]	-22%	?	3
O=C(COC(=O)C1CC2CCCC(C1)C2=O)NNC(=O)c1ccc([N+](=O)[O-])cc1 (centres undefined)	·	·	-6%	-7%	-18%	38%[activator]	·
COc1ccccc1-n1cnnc1SC(C)C(=O)Nc1ccc(NC(C)=O)cc1 (centres undefined)	-4%	14	7%	-26%	-12%	-17%	3
O=C(CN1C(=O)c2cccc3cccc1c23)NC1CCCC1	-3%	4	-2%	-17%	-23%	18%	11
CC(/C=N/n1c(-c2n[nH]c3c2CCC3)n[nH]c1=S)=C\c1ccco1	-4%	1	?	17%	-43%	0%	-3
N#CCCN1CCCc2cc(N=Nc3ccc(C(F)(F)F)cc3)ccc21	-1%	61*	4%	-25%	11%	2%	43*
COCC(=O)n1cc(C(=O)OC)c2ccccc21	-4%	14	-3%	4%	-14%	13%	-3
O=C1O[C@H](CN2CCOCC2)CN1/N=C\c1ccc([N+](=O)[O-])o1	·	·	1%[33.2 µM]	?	·	-17%[12.8 µM]	·
O=S(=O)(c1ccc(NC(=S)NCc2ccncc2)cc1)N1CCCCC1	6%	-2	0%	2%	-43%	?	1

A second format for part of the listing above:
Values in the order: LmPK inhibitor | Shiga toxin inh | TbPYK inhibitor | Pf growth 96h | AmpC inh no detg | Pf growth 48h | CHX counter
- O=C(COC(=O)C1CC2CCCC(C1)C2=O)NNC(=O)c1ccc([N+](=O)[O-])cc1 (centres undefined)
 : · | · | -6% | -7% | -18% | 38%[activator] | ·
- COc1ccccc1-n1cnnc1SC(C)C(=O)Nc1ccc(NC(C)=O)cc1 (centres undefined)
 : -4% | 14 | 7% | -26% | -12% | -17% | 3
- O=C(CN1C(=O)c2cccc3cccc1c23)NC1CCCC1
 : -3% | 4 | -2% | -17% | -23% | 18% | 11
- CC(/C=N/n1c(-c2n[nH]c3c2CCC3)n[nH]c1=S)=C\c1ccco1
 : -4% | 1 | ? | 17% | -43% | 0% | -3
- N#CCCN1CCCc2cc(N=Nc3ccc(C(F)(F)F)cc3)ccc21
 : -1% | 61* | 4% | -25% | 11% | 2% | 43*

Further compounds.
SMILES	LmPK inhibitor	Shiga toxin inh	TbPYK inhibitor	Pf growth 96h	AmpC inh no detg	Pf growth 48h	CHX counter
CN1CCN(c2ccc(C(N)=O)cc2N)CC1	2%	-1	1%	-17%	-7%	28%	13
O=C(Nc1nccs1)c1ccc[nH]c1=O	0%	·	-2%	9%	11%	42%[activator]	25*
C=CCN(C(=O)CCS(=O)(=O)c1cccc2nsnc12)c1ccccc1	-6%	10	-9%	-2%	-6%	-13%	-5
Cc1ccccc1S(=O)(=O)N1[C@@H](c2ccc(F)cc2)C(C(=O)O)=CC[C@H]1c1ccc(Cl)cc1	·	·	1%	?	-1%	?	·
Cc1ccc(SCC(=O)NN=C2CCN(C)CC2)cc1	8%	20	-4%	?	-20%	?	13
CCCC(=O)NCn1nnc(-c2ccc(Cl)cc2)n1	-5%	13	3%	?	-19%	7%	16
NC(=O)C1CCCN(C(=O)CCCNC(=O)c2ccc(Cl)cc2)C1 (centres undefined)	-4%	-7	8%	7%	-8%	9%	-4
COc1cc2[nH]c(=S)n(C3CCCC3)c(=O)c2cc1OC	-22%	-4	-11%	·	-10%	?	-2
CCc1cc(=O)oc2cc(C)cc(OCC(=O)NC3CCN(Cc4ccccc4)CC3)c12	6%	24	-2%	?	77%[activator]	?	-2
